# All columns: NCI-60 one-dose screen, growth in % after 48 h at 10 µM unless noted; 100 = growth as untreated, 0 = no growth, -100 = all killed.
# HL-60(TB): HL-60(TB) leukemia cells; 9% of 78,000 active; active = growth percent below 10
# The depositor's hits bear a star; ! = not active in a repeat.
SMILES,HL-60(TB)
C=CC[C@]1(c2ccccc2)C(=O)C(=O)N(Cc2ccc(OC)cc2OC)[C@H]1c1cccnc1,103.3
Cc1nn(-c2ccccc2)c(N2CCOCC2)c1-c1nc2ccc(C(=O)O)cc2[nH]1,100.7
Cn1c(O)c(N=NC(N)=O)c2cc(Br)cc(Br)c21,94.2
CC(C)Cn1cnc2c(=O)[nH]c(=O)[nH]c21,84.6
O=C(Nc1ccccc1)c1ccc2c(c1)nc(-c1ccccc1)n2C1CCCCC1,89.6
O=C(CN1CCCCC1)Nc1nc2ccc([N+](=O)[O-])cc2s1,97.4
CNC(=O)c1cc(N2CCc3c2ccc(NC(=O)Nc2ccc(Cl)c(Cl)c2)c3F)ccn1,119.1
CC(C)c1ccc2occ(C=C3C(=O)N(C)C(=O)N(C)C3=O)c(=O)c2c1,99.8
CCCCN(CCCC)CCCNc1c2c(nc3ccc(Cl)cc13)CCCC2,89.0
C/C(=N\O)c1ccc(OCC(=O)Nc2ccc(C(=O)/C=C/c3ccc(Cl)cc3)cc2)cc1,100.1
O=C(NCc1ccccc1)/C(=C/c1ccc2c(c1)OCO2)NC(=O)c1ccccc1,101.0
N#Cc1c(Nc2ccccc2)nn2c(-c3ccc(F)cc3)c(-c3nc4ccccc4s3)c(N)nc12,101.8
COc1ccc(N=Nc2c(N)nn3c(-c4ccc(F)cc4)ccnc23)cc1,95.3
CC(C)(C)C(C)(C)CN,114.8
COc1ccc(C(Cc2ccccc2)NC(C)(C)CNC(C)C)cc1 (stereo unspecified),99.3
C=C1CC[C@@H]2[C@@](C)(CCC[C@]2(C)C(=O)O)[C@@H]1CC[C@H](CO)CCO,93.7
CC1CCCCc2nc3c(c(=O)n21)CCCC3 (stereo unspecified),98.9
C/C(=N\O)C(=O)NCCCCCCCC(=O)Nc1ccccc1,92.5
O=S(=O)(Nc1nc2cc(F)ccc2n2cccc12)c1ccccc1,99.5
CNC(=O)Nc1ccn([C@@H]2O[C@H](CO)C(O[Si](C)(C)C(C)(C)C)[C@@H]2O[Si](C)(C)C(C)(C)C)c(=O)n1 (stereo partly specified),52.2
O=C(CC(O)c1coc(-c2ccc(Cl)cc2)n1)c1ccc(Br)cc1 (stereo unspecified),77.9
CC(=O)Nc1nc(NC(C)=O)nc(-c2ccccc2)n1,100.1
Nc1ccc(O)c(O)c1O,99.4
CC(=O)Nc1ccc(N2C(=O)CSC23C(=O)Nc2ccccc23)cc1 (stereo unspecified),80.4
COC(=O)c1ccc(CSc2nnc(-c3ccncc3)o2)cc1,95.5
COc1cccc2cc(-c3cc4ccccc4[nH]3)/c(=N/C(=O)Nc3ccc(C)cc3)oc12,127.5
CC1(C)OC2OC(COC(=O)c3ccccc3)C(OS(C)(=O)=O)C2O1 (stereo unspecified),101.4
COc1ccc(-n2nnc(N)c2-c2cc(OC)c(OC)c(OC)c2)cc1,90.5
C[C@@H](NC(=O)[C@@H](CC(=O)N1CCC(N2CCCCC2)CC1)N1C(=O)[C@@H](N2C(=O)OC[C@@H]2c2ccccc2)[C@H]1/C=C/c1ccccc1)c1ccccc1,81.0
O=C(c1cc(-c2ccncc2)nc2ccccc12)N1CCCCC1,102.9
CCOC(=O)c1c(-c2ccco2)c(C#N)c(=O)n(-c2cccc(C(F)(F)F)c2)c1N,108.7
COc1cc(NC(C)CN(CC(C)C)CC(C)C)c2ncccc2c1Cl (stereo unspecified),123.8
CCOC(=O)CC1CSC(N/N=C/c2ccc(-n3cccn3)cc2)=N1 (stereo unspecified),94.0
COc1ccc(NC(=O)Nc2ccc(OCC(=O)c3ccc(Cl)cc3)cc2)cc1,98.8
CCCCCCCCCNc1ccc(C(=O)O)cc1,102.7
Cc1ccc(C(=O)O)c(C(=O)O)c1,97.9
CCS(=O)(=O)N1CCCC(C(=O)Nc2nc3ccc(NC(=O)c4ccc(F)c(OC)c4F)cc3s2)C1 (stereo unspecified),53.9
O=[N+]([O-])c1cccc(-c2nc3sccn3c2-c2ccnc(NCCNS(=O)(=O)c3cccc(F)c3)n2)c1,110.0
c1ccc(N2CCN(c3nc(-c4ccncc4)nc4sc5c(c34)CCCCCC5)CC2)cc1,97.5
CC(=O)OC1NC(=O)NC(=O)C1(Br)Br (stereo unspecified),92.6
CCCCCCCCCCCCCCCCN(CC)CC,-61.2*
Cc1c(C(C)N)nnn1-c1ccccc1 (stereo unspecified),93.0
CCOC(=O)N1CCCCCC1,81.5
ClC1(Cl)CC1c1ccccc1 (stereo unspecified),97.2
NC(=NCCCOc1ccc(F)cc1)Nc1ccc(Cl)cc1,72.0
O=C(/C=C/c1ccc(Cl)cc1)c1ccc(NC(=O)c2cc3cc4ccccc4nc3s2)cc1,76.0
CCCN(CCC)CC(=O)NC1c2ccccc2Oc2ccccc21,82.5
COc1cc2c(Nc3ccc(Cl)c(Cl)c3F)ncnc2cc1OCC1C[C@@H]2CN(C)C[C@@H]2C1 (stereo partly specified),-53.2*!
Cc1ccc(S(=O)(=O)CCc2cc[n+](C)cc2)cc1,122.0
CCOC(=O)c1c(C)n(Cc2ccccc2)c2cc(CN(C)C)c(O)cc12,62.0
O=C1/C(=C/c2cc(-c3ccc4c(c3)OCO4)n[nH]2)CCc2ccccc21,84.3
CCCCCOc1ccc(OCCCN2CCN(C(=O)OCC)CC2)cc1,43.2
CO[C@H]1/C=C/O[C@@]2(C)Oc3c(C)c(O)c4c(O)c(c(/C=N/N5C(C)CN(Cc6ccc(C#N)cc6)CC5C)c(O)c4c3C2=O)NC(=O)/C(C)=C\C=C\[C@H](C)[C@H](O)[C@@H](C)[C@@H](O)[C@@H](C)[C@H](OC(C)=O)[C@@H]1C (stereo partly specified),-37.0*
CN1CCN(c2ccc(NC(=O)c3cncnc3Nc3ccc(OCc4ccccn4)c(Cl)c3)cc2)CC1,-57.9*
CC(C)C[C@H](NC(=O)[C@@H](Cc1ccccc1)n1ccc(Nc2ccccc2)cc1=O)B(O)O,-7.7*
CN(c1ccccc1)c1ccc2c(c1)OCCC21CC1Nc1cnccc1C(=O)O (stereo unspecified),65.3
Cc1cccc(N2CCN(CC(O)COc3ccccc3)CC2)c1 (stereo unspecified),98.7
O=C(COc1ccc(Cl)cc1)Nc1ccc(-c2nc3ccccc3s2)c(Cl)c1,70.6
O=C(Cn1cnc2c(cc(-c3ccccc3)n2-c2ccccc2)c1=O)Nc1ccc(Cl)cc1,92.3
O=C(Nc1ccc(-n2cc(-c3ccncc3)c(-c3ccc(O)c(Cl)c3)n2)cc1)Nc1ccc(Cl)c(Cl)c1,85.8

# Additional compounds.
SMILES,HL-60(TB)
O=C(N/N=C/c1ccc2c(c1)CCC2)c1cc2ccccc2cc1O,103.0
COc1cc2c(cc1OC)C1=NN(C(=O)Nc3ccc(C)cc3C)C(c3ccccc3Cl)C1C2 (stereo unspecified),91.1
C/C(Cc1ccc(Cl)cc1)=C(\c1ccc(O)cc1)c1ccc(Cl)cc1,95.7
COC(=O)C1=CCC(n2cnc3c(N)ncnc32)O1 (stereo unspecified),94.0
COc1ccc(-c2nn(-c3ccccc3)cc2-c2c3c(nn2-c2ccccc2)CC(C)(C)CC3=O)cc1,74.5
Cc1cccc(F)c1C,88.5
O=C(C[n+]1cccc2ccccc21)c1ccccc1,83.9
CC1=NC(COC(=O)Nc2ccccc2)C(=O)N(CC(=O)NCCC(C)C)c2ccccc21 (stereo unspecified),105.9
CC1(C)CN(Cc2ccccc2)CCN1Cc1ccccc1,100.1
CCCc1cc(=O)oc2c3c(c4c(c12)OC(C)(C)CC4)OC(C)[C@H](C)[C@@H]3O (stereo partly specified),109.3
O=C(CCc1nnc2n1N=C(c1ccccc1)CS2)c1nc2ccccc2[nH]1,109.3
C=CC(=O)Nc1cccc(-c2nc(SC)nc(NCCCC)c2C#N)c1,77.9
O=c1c2ccccc2nc(COc2ccccc2)n1/N=C/C=C/c1ccccc1,107.0
CCCCCC(C)NCC(O)Cc1ccccc1 (stereo unspecified),53.0
COc1cc(C(=O)Nc2ccc3c(c2)OCO3)cc2c1OCCO2,89.8
CCCCNC(=O)n1ncc2ccc([N+](=O)[O-])cc21,109.6
CCCCOC(=O)C1C2CCC(O2)C1C(=O)OCC (stereo unspecified),102.9
Clc1cccc(Nc2ncnc3ccc(-c4cncc(-n5cnnn5)c4)cc23)c1,86.6
N#Cc1c(-c2ccc([N+](=O)[O-])cc2)[nH]c(=S)n(N=O)c1=O,106.0
O=S(=O)(O)c1cccc2cccnc12,94.0
C/C(=N\NC(=O)c1ccncc1)c1ccc(O)cc1O,76.4
CCNCC(O)Cc1ccc(OCC)cc1 (stereo unspecified),66.3
NS(=O)(=O)c1ccc(CCN2C(=O)c3ccc4c5c(ccc(c35)C2=O)C(=O)N(CCc2ccc(S(N)(=O)=O)cc2)C4=O)cc1,102.7
CCCCCCCOC(=O)NC1c2ccccc2Oc2ccccc21,92.2
CC(=O)OC[C@]12CC[C@@H](C)[C@H](C)[C@@H]1[C@]13O[C@H](C1=O)[C@@H]1[C@@]4(C)CCCNC(C)(C)[C@@H]4CC[C@@]1(C)[C@]3(C)CC2,72.7
COc1cc2ncnc(Nc3ccc(S(=O)(=O)Nc4cc(C)on4)cc3)c2cc1OCCCN1CCN(c2ccc([N+](=O)[O-])cc2)CC1,118.5
C[C@H](CS)C(=O)N1CCC[C@H]1C(=O)O,106.8
CCOC(=O)C1(C#N)Cc2ccccc2C1,94.5
CC(O)COCC(C)OC(C)C (stereo unspecified),99.7
N#CC(C#N)=C(C#N)c1c[nH]c2ccccc12,72.9
Cc1c(-c2nnc(/C=C/c3ccccc3)o2)nnn1-c1ccc([N+](=O)[O-])cc1,97.4
COc1cc(C2CC(c3c(C)[n+]([O-])c4ccccc4[n+]3[O-])=NN2)cc(OC)c1OC (stereo unspecified),97.8
O=C(O)CC/C(=N/O)c1ccccc1,101.4
Cc1cc(S(N)(=O)=O)c(N)c(S(N)(=O)=O)c1,133.6
CS(=O)(=O)c1ccc(-c2[nH]c3ccc(F)cc3c2/C=N/NC(N)=S)cc1,-50.2*
CS(=O)(=O)c1ccc(-c2[nH]c3ccc(F)cc3c2/C=N/NC(N)=O)cc1,104.8
COc1cc(CNC(=O)/C=C/c2ccccc2)ccc1OCc1cn(-c2cccc([N+](=O)[O-])c2)nn1,99.0
COc1ccc(-c2ccc(OC)c(OC)c2OC)cc1,-19.1*
C=CCc1ccc(O)c(OC)c1,103.4
CN(Cc1ccccc1)N=Nc1ccccc1,99.8
Nc1cc([N+](=O)[O-])ccc1Cl,109.3
C=C1[C@@]2(C)CC(C)=C[C@]1(C(=O)OC)[C@]1(C)CCC3C(C)(C)[C@@H](O)CC[C@]3(C)C1C2 (stereo partly specified),79.5
O=CN1N=C(c2ccc(Cl)cc2)CC1c1cccc(Nc2ccnc3cc(C(F)(F)F)ccc23)c1 (stereo unspecified),31.6
COc1cc(/C=C/c2nc(Nc3ccc(Cl)cc3)c3ccccc3n2)ccc1O,99.4
COc1ccccc1-c1c(-c2ccc(Cl)cc2)c2cc3c(cc2[nH]c1=O)OCCO3,18.3
O=C(CSc1nnc2n1N=C(c1ccc(Cl)cc1)CS2)c1ccc(F)cc1,56.9
CC(C)c1[nH]ncc1-c1nc2ccc3[nH]ncc3c2c2c1CCCC2,13.4
O=C(Nc1ccccc1Cl)c1cnc2ccc(C3CCNCC3)cn12,102.6
FC(F)(F)c1ccc2c(Nc3cccc(C4CC(c5ccc6c(c5)OCO6)=NN4c4cc(Cl)cc(Cl)c4)c3)ccnc2c1 (stereo unspecified),99.2
O=C1/C(=C/c2ccc(-c3ccc(Br)cc3)o2)SC(=S)N1CCc1ccc(O)cc1,44.3
CCCCCc1ccc(C)cc1OC(=O)CCl,114.3
CC(C)(C)NC(=O)c1ccc(C(=O)NC(C)(C)C)cc1,86.5
Cn1c(SCC(=O)c2ccc(Cl)cc2)nc2ccccc2c1=O,82.6
c1ccc(NCCNc2ccccc2)cc1,108.3
C=C(C)C(=O)Oc1ccc(N=Nc2ccc(C)cc2)ccc1=O,17.3
C(=C\c1ccccn1)/c1ccccn1,213.5
COc1ccc2c(c1)C(=O)c1c-2c(OCCN(C)C)nc2cc(OC)c(OC)cc12,89.9
Cc1c([N+](=O)[O-])cc(S(=O)(=O)O)cc1[N+](=O)[O-],113.8
O=C(/C=C/C=C/c1ccc2c(c1)OCO2)N/N=C\c1ccc(O)cc1,55.9
COc1ccc(C(C)c2cc(OC)c(OC)c(OC)c2)cc1 (stereo unspecified),-15.6*
O=C(Nc1c(Cl)cccc1Cl)Oc1cccnc1,96.0

# Screens (PubChem)

# The list is partial (hit frequency here may not be typical).
